Screening data: PubChem, Southern Research Specialized Biocontainment Screening Center
H37Rv inhibition: M. tuberculosis growth inhibition, HTS (AID 449762); M. tuberculosis H37Rv growth inhibition, 7H9 media; higher % means a stronger effect; inhibition, % at 25 µM, or IC50 in µM where a hit was titrated; 0.59% of 330,000 active; in the data active means a potency from the dose series; inconclusive means inhibition above about 70% without an active follow-up result;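 further: bacterial growth assessed after seven days of incubation; strong numbers were not always called active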
Salmonella PhoP GFP: Inhibition of PhoP regulon, Salmonella typhi GFP reporter cells, confirmation, 4 h (AID 1850) | 0.33% of 310,000 active | Salmonella Typhi PhoP-promoter GFP reporter, fluorescence, 4 h; higher % means a stronger effect | inhibition, % at 50 µM; hits with a dose series show IC50 in µM; in the data active means a potency from the dose series; inconclusive means inhibition mostly from about 25% at the one dose, without a potency; inactive means the rest, 99 in 100 with inhibition below about 19%;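 further: 0% = induced wells with vehicle and 100% = uninduced wells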
tuberculosis growth: growth inhibition of non-replicating M. tuberculosis (AID 488890) | Mycobacterium tuberculosis non-replicating, growth inhibition; higher % means a stronger effect | one-dose inhibition, % at 25 µM; IC50 in µM for titrated hits | 0.39% of 320,000 active; in the data active means a potency from the dose series; inconclusive means inhibition mostly from about 82% at the one dose, without a potency; inactive means the rest, 99 in 100 with inhibition below about 76%;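 further: plate controls were DMSO cells for no effect and high antibiotic wells for full effect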
inhibitors of VEEV: inhibitors of VEEV TC-83 cytopathic effect, confirmation, Vero cells (AID 588727) | inhibition, % at 20 µM, or IC50 in µM where a hit was titrated | Vero cells, VEEV TC-83 cytopathic effect inhibition; higher % means a stronger effect | 0.13% of 350,000 active; in the data active means a potency from the dose series; inconclusive means inhibition mostly from about 14% at the one dose, without a potency; inactive means the rest, 99 in 100 with inhibition below about 12%; further: strong numbers were not always called active
influenza NS1A: H1N1 influenza NS1A inhibitors, functional cell based assay (AID 504329) | one-dose inhibition, % at 12.5 µM; IC50 in µM for titrated hits | NS1A functional cell-based assay, percent inhibition; higher % means a stronger effect | 0.3% of 340,000 active; in the data active means a potency from the dose series; inconclusive means inhibition above about 27% without an active follow-up result; further: strong numbers were not always called active
inhibitors of VEEV 10K pilot screen: second read-out of inhibitors of VEEV, no call of its own (marks repeat the call); inhibition, %; measured here: 10K pilot screen inhibition
The depositor's hits bear a star; i = inactive; ? = inconclusive; nt = no result given.

SMILES	H37Rv inhibition	Salmonella PhoP GFP	tuberculosis growth	inhibitors of VEEV	influenza NS1A	others
CCc1cc(-c2nc(N)ncc2-c2csc(C)n2)c(O)cc1OC	2%	-10%	8%	1.9%	-4%
Nc1nnc(SCC(=O)NNC(=O)c2ccccc2)s1	nt	nt	nt	i	-9%
C=CCn1c(SCCC)nc2sc3c(c2c1=O)CCc1ccccc1-3	-7%	-1%	16%	i	-6%
O=C(NCc1ccccc1)c1cc(=O)nc2sc(-c3ccccc3)nn12	nt	nt	nt	2.6%	3%
Cc1cccc2sc(N(CCN(C)C)C(=O)c3cc(Cl)sc3Cl)nc12	-8%	8%	7%	0.0%	4%
CCN(CC)C1CCN(C(=O)CCc2nnc(CCc3ccccc3)o2)C1 (stereo not drawn)	2%	-11%	4%	1.6%	-3%
CCCCn1c(SCC(=O)N2CCOCC2)nc2c1c(=O)n(C)c(=O)n2C	2%	0%	-10%	4.5%	-2%
CCOP(=O)(OCC)/C(C#N)=C(\O)c1ccc(OC)cc1	3%	0%	64%	0.8%	0%
COc1c(C)cccc1C(=O)NCCCNC(=O)c1ccc(C)nc1	2%	15%	-8%	0.3%	6%
NC(=O)C1=CN(Cc2ccc(Cl)cc2)CCC1C(F)(F)F (stereo not drawn)	2%	-7%	1%	0.4%	-2%
CC(C)(C)c1ccc(C(=O)CS(=O)(=O)c2ccccc2)cc1	-5%	-4%	-1%	0.7%	2%	inhibitors of VEEV 10K pilot screen=0.7
COc1cc(C(=O)O)ccc1Cl	-4%	-7%	-2%	1.0%	-12%
CN(Cc1ccccc1)C(=O)c1[nH]cnc1C(=O)Nc1cccc(Cl)c1	0%	nt	42%	3.5%	-6%
Cc1cccn2c(=O)c3cc(C(=O)NC4CCCCC4)n(C)c3nc12	-1%	-3%	-5%	0.2%	1%
Cc1cc(C)cc(NC(=O)CSc2ccc(-c3ccco3)nn2)c1	-1%	1%	77%	i	-6%
CC1CCCN(C(=O)c2ccc3c(=O)n(Cc4ccc5c(c4)OCO5)c(=S)[nH]c3c2)C1 (stereo not drawn)	3%	-5%	28%	i	-1%
CN(c1ccccc1)c1nc2ccsc2c(=O)s1	-6%	0%	49%	i	-11%
COc1ccc(-n2c(SCC(=O)Nc3ncc(Cl)cc3Cl)nc3ccccc32)cc1	4%	-2%	26%	nt	nt
CN(Cc1ccccc1)C1=CC(=[N+]2CCCC2)CC(C)(C)C1	-6%	17%	32%	i	-5%
O=C(c1ccc(OC2CCN(Cc3ccccn3)CC2)cc1)N1CCCC(O)C1 (stereo not drawn)	-9%	6%	-8%	i	2%
OCC1(CCOc2ccccc2)CCN(CCCn2cccn2)CC1	-5%	1%	4%	i	7%
O=S(=O)(c1cccc(S(=O)(=O)N2CCC(Cc3ccccc3)CC2)c1)N1CCOCC1	-15%	-6%	13%	i	-2%	inhibitors of VEEV 10K pilot screen=0.3
COC(=O)C1CCN(CCCOc2ccc(CN3CCN(c4ccc([N+](=O)[O-])cc4)CC3)cc2)CC1	3%	2%	?	0.6%	12%
CCCNC(=O)NC(=O)CN1CCCC1c1ccc2c(c1)OCCO2 (stereo not drawn)	-7%	-28%	nt	2.8%	-6%
CCC(=O)N(C)CCc1cc2c(c(OC)c1/C=N/NS(=O)(=O)c1ccc(C)cc1)OCO2	-1%	-1%	-7%	5.0%	-5%
OC(CCCN1CCCCC1)(c1ccccc1)c1ccc(C(F)(F)F)cc1 (stereo not drawn)	nt	nt	nt	i	1%
CS(=O)(=O)Nc1ccc(C(=O)N2CCCCC2)cc1	3%	-3%	2%	i	-7%
O=C1CCc2cc(S(=O)(=O)NC(Cc3ccccc3)C(=O)NCC3CCCO3)ccc2N1 (stereo not drawn)	-4%	18%	nt	0.9%	-1%
Cn1nc(C(C)(C)C)cc1C(=O)NN1CCOCC1	-10%	-4%	-13%	0.5%	7%
CCOc1ccc(CCNC(=O)Nc2cccc(OC)c2)cc1OCC	6%	-6%	7%	1.4%	1%
O=C(C1CCN(S(=O)(=O)c2cccc3cccnc23)CC1)N1CCN(c2ccc(Cl)cc2)CC1	-3%	4%	40%	6.2%	4%
O=C(CN1CCCC1c1cccs1)N1CCN(S(=O)(=O)c2cccc(F)c2)CC1 (stereo not drawn)	7%	nt	32%	6.4%	7%
Cc1ccccc1C(=O)Nc1cccc(N)c1	-4%	1%	-1%	1.8%	0%
CCC(=O)Nc1ccc(C(=O)NNC(=O)Cc2ccccc2)cc1	0%	16%	19%	4.0%	10%
CC(C)CNC(=O)COC(=O)c1ccc(Cl)c(S(=O)(=O)N2CCc3ccccc32)c1	-4%	2%	-1%	1.0%	4%
CCOC(=O)N1CCN(C(=O)Nc2ccccc2)CC1	-1%	-7%	2%	1.5%	-8%
O=C1CN(C(=O)c2cc3ccccc3o2)c2ccccc2N1	1%	6%	0%	2.5%	-1%
N#Cc1cnn(-c2ccccc2)c1N	-8%	-3%	-15%	0.2%	-19%
CCOC(=O)C1CCN(C2CC(=O)N(c3cccc(Cl)c3)C2=O)CC1 (stereo not drawn)	-2%	11%	14%	1.2%	-5%

15 compounds from above, arranged by molar mass, lowest first:
SMILES	H37Rv inhibition	Salmonella PhoP GFP	tuberculosis growth	inhibitors of VEEV	influenza NS1A	others
N#Cc1cnn(-c2ccccc2)c1N	-8%	-3%	-15%	0.2%	-19%
Cc1ccccc1C(=O)Nc1cccc(N)c1	-4%	1%	-1%	1.8%	0%
Cn1nc(C(C)(C)C)cc1C(=O)NN1CCOCC1	-10%	-4%	-13%	0.5%	7%
CCOC(=O)N1CCN(C(=O)Nc2ccccc2)CC1	-1%	-7%	2%	1.5%	-8%
CS(=O)(=O)Nc1ccc(C(=O)N2CCCCC2)cc1	3%	-3%	2%	i	-7%
O=C1CN(C(=O)c2cc3ccccc3o2)c2ccccc2N1	1%	6%	0%	2.5%	-1%
CCCNC(=O)NC(=O)CN1CCCC1c1ccc2c(c1)OCCO2 (stereo not drawn)	-7%	-28%	nt	2.8%	-6%
CCOc1ccc(CCNC(=O)Nc2cccc(OC)c2)cc1OCC	6%	-6%	7%	1.4%	1%
OC(CCCN1CCCCC1)(c1ccccc1)c1ccc(C(F)(F)F)cc1 (stereo not drawn)	nt	nt	nt	i	1%
O=C(CN1CCCC1c1cccs1)N1CCN(S(=O)(=O)c2cccc(F)c2)CC1 (stereo not drawn)	7%	nt	32%	6.4%	7%
CC(C)CNC(=O)COC(=O)c1ccc(Cl)c(S(=O)(=O)N2CCc3ccccc32)c1	-4%	2%	-1%	1.0%	4%
O=C1CCc2cc(S(=O)(=O)NC(Cc3ccccc3)C(=O)NCC3CCCO3)ccc2N1 (stereo not drawn)	-4%	18%	nt	0.9%	-1%
O=S(=O)(c1cccc(S(=O)(=O)N2CCC(Cc3ccccc3)CC2)c1)N1CCOCC1	-15%	-6%	13%	i	-2%	inhibitors of VEEV 10K pilot screen=0.3
COC(=O)C1CCN(CCCOc2ccc(CN3CCN(c4ccc([N+](=O)[O-])cc4)CC3)cc2)CC1	3%	2%	?	0.6%	12%
O=C(C1CCN(S(=O)(=O)c2cccc3cccnc23)CC1)N1CCN(c2ccc(Cl)cc2)CC1	-3%	4%	40%	6.2%	4%
